Screening results (PubChem)
EBI2 block: EBI2 receptor antagonists, beta-arrestin recruitment, primary screen, cell-based, luminescence, 7a,25-OHC stimulation, uHTS | 7a,25-OHC stimulated | AID 651636, 2012 | actives 0.81% (n = 360,000) | G-protein coupled receptor 183 (Homo sapiens), P32249 | inhibition, % at 5 µM; in the data active means inhibition above about 38%;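 further: enzyme fragment complementation signal reports receptor beta-arrestin coupling in cells; 0% = agonist plus DMSO wells and 100% = wells without agonist; some results beyond the cut were filed as inactive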
Target sequence (P32249 whole entry, looked up, the tested form may be a part): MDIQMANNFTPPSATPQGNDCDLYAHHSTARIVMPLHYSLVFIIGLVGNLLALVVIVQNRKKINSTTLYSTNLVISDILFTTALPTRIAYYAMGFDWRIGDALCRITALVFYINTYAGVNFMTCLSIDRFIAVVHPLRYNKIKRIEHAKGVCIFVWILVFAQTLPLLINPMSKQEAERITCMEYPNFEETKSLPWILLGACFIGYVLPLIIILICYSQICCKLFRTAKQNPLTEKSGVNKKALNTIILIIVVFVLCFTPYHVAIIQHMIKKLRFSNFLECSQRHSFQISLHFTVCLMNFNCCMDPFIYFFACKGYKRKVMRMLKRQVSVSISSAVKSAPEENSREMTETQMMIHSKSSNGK
CXCR6 block: CXCR6 receptor inhibitors, primary screen, cell-based, beta-arrestin, luminescence, CHO-K1 PathHunter, 1536-well; C-X-C chemokine receptor type 6 (Homo sapiens), O00574; inhibition, % at 20 µM; actives 0.36% (n = 360,000); AID 602244, 2012; in the data active means inhibition above about 34%, passing the limit was not always enough;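 further: antagonist mode with CXCL16 agonist at 10 nM final; 0% = 10 nM CXCL16 with DMSO and 100% = unstimulated wells without agonist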
Target sequence (O00574 whole entry, looked up): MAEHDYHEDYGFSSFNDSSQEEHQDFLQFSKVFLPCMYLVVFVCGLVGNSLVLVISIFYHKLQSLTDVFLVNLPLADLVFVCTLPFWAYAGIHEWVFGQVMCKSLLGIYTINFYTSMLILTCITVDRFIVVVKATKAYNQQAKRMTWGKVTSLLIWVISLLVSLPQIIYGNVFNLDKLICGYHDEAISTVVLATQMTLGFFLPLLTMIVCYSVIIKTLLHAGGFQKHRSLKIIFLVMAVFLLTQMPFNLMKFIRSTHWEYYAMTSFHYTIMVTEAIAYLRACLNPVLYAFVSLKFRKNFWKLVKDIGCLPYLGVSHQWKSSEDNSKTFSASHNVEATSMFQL
Active calls of the source: *.

SMILES	EBI2 block	CXCR6 block
OC[C@@H]1CN(CCN2CCOCC2)C[C@H](n2cnc3c(NC4CCCC4)ncnc32)O1	-2	-5
Cc1noc(C)c1S(=O)(=O)NC(=O)C1(C)CCN1C(=O)c1ccc(C2CCCCC2)cc1 (configuration not stated)	-6	0
OC[C@@H]1CN(CCc2ccccc2)C[C@H](n2cnc3c(NCc4ccc(F)cc4)ncnc32)O1	-7	0
Cc1ccc(C)c(S(=O)(=O)Nc2ccc(C(=O)N3CCOCC3)cc2)c1	0	3
COc1ccc(OC)c(NC(=O)C2(C)CCN2Cc2ccc(SC)cc2)c1 (configuration not stated)	8	0
COc1ccc(-c2ccc3nncn3c2)cn1	-17	0
C[C@H]1CN([C@@H](C)CO)C(=O)c2cc(Br)cnc2O[C@H]1CN(C)C(=O)Cc1ccccn1	0	4
CC(=O)c1ccc(-c2cnc3c(NC=O)cc(-c4cccc(C(=O)N(C)C)c4)cn23)cc1	1	5
Cc1cc2nc(C(C)(C)C)c(Cc3ccccc3C(F)(F)F)n2c(C)c1Br	-10	-4
C[C@@H]1CN([C@@H](C)CO)C(=O)c2cc(Br)cnc2O[C@H]1CN(C)S(=O)(=O)c1ccccc1	1	-5
c1ccc(CNCc2ccc(CNCc3ccccc3)cc2)cc1	-4	3
O[C@H]1C[C@H](c2ccc(Cl)cc2)N(CC2CCCCC2)C[C@@H]1n1cc(-c2ccc(F)cc2)nn1	1	-5
CC[C@@H]1Cc2[nH][nH]c(=O)c2[C@H](c2ccc(Cl)cc2)O1	1	-9
O=C1NCCN(CC2CCN(CCc3ccccc3)CC2)C1=O	-2	-4
CCCNC(=O)C1(C)CCN(C(=O)c2cc(F)cc(F)c2)C1 (configuration not stated)	-4	-6
CCOC(=O)C1=C(COC(=O)/C=C/c2ccc(F)cc2)NC(=O)NC1C (configuration not stated)	-7	0
O=C(N1CCOCC1)C12OC3CC(CC(C3)O1)O2	-11	-2
Cn1c(CC(O)c2nc3ccccc3n2C)nc2ccccc21 (configuration not stated)	-6	-4
CC1C(=O)N(Cc2cn(CC3CCCCC3)nn2)CCS(=O)(=O)N1Cc1ccc(-c2ccc(F)nc2)cc1 (configuration not stated)	-10	4
CC1(C)OC(=O)C2=C(C[C@@H](C3CCCCC3)O[C@H]2c2ccc(F)cc2)O1	3	11
Cc1nc(NC(=O)C(C)(C)C)sc1C(=O)Cn1cc(CCCC#N)nn1	-7	-4
O=C(Nc1ccc2c(c1)OCCO2)C1c2ccccc2OCC(=O)N1CCCN1CCOCC1 (configuration not stated)	-1	2
CC(=O)Nc1ccc(NC(=O)C2(C)Cc3c(-c4cccc(C(N)=O)c4)ccnc3O2)cc1 (configuration not stated)	0	6
CCCS(=O)(=O)NC(=O)C1(C)CCN(C(=O)C2(c3ccc(Cl)cc3)CCCC2)C1 (configuration not stated)	1	3
COCCn1c(SCC(=O)Nc2ccc3c(c2)OCCO3)nc2ccccc2c1=O	-7	10

Additional records follow.
SMILES	EBI2 block	CXCR6 block
Cc1ccc2cc(NC(=O)C3(C)CCN3C(C)C)ccc2n1 (configuration not stated)	-4	-2
Cc1cc(Br)cn2c(Cc3ccccc3)c(-c3ccccc3)nc12	-2	2
COc1ccc(CC(N)c2csc(NC(=O)Nc3ccccc3Cc3ccccc3)n2)cc1 (configuration not stated)	-22	-7
CCCCN(C=O)c1c(CC)nc2c(OCC3CCCCC3)cccn12	7	-3
COc1ccccc1-c1cc2nc(-c3ccccc3)cc(N3CCN(C(=O)c4ccoc4)CC3)n2n1	12	-3
CCCCC[C@H](C)N1C[C@@H](COCc2ccccc2)Oc2cc(N3CCC[C@@H]3COC)ccc2S1(=O)=O	17	1
CCN(CC)c1ccc(/C=N/NC(=O)c2nnn(-c3nonc3N)c2CN(C)C2CCCCC2)cc1	27	12
CNS(=O)(=O)c1ccc2c(c1)[nH]c(=S)n2C	-16	-5
CC(=O)OC[C@@H]1CN(Cc2cccc(C(F)(F)F)c2)C[C@H](n2cnc3c(NCc4ccco4)ncnc32)O1	10	12
CCc1nc2c(OC)cccn2c1N(C)C(=O)c1ccccc1F	-1	-5
CCc1nc2ccc(C(=O)NCCc3ccccn3)cn2c1N(C)Cc1cccs1	-2	-4
COC(=O)c1ccc2c(c1)S(=O)(=O)NC2C (configuration not stated)	7	5
CC(C)NC(=O)N(C)C[C@@H]1OCCCC[C@@H](C)Oc2ccc(NC(=O)Nc3ccc(F)cc3)cc2C(=O)N([C@H](C)CO)C[C@@H]1C	-9	3
Cc1ccc(S(=O)ONc2cccc(NOS(=O)c3ccc(C)cc3)c2)cc1 (configuration not stated)	-4	-4
Cc1ccc(S(=O)(=O)N2CCCCC2)cc1NC(=O)c1ccc(=O)[nH]c1	0	8
CCOC(=O)N(C)c1c(CC)nc2c(OCc3cc(Cl)cc(Cl)c3)cccn12	25	-3
O=C(NCc1cccnc1)c1cc(C2CCCN(S(=O)(=O)c3ccccc3)C2)on1 (configuration not stated)	-8	2
O=C(c1ncn2c1c(=O)[nH]c1ccccc12)N1CCc2ccccc2C1	-2	9
CCN(c1ccccc1)S(=O)(=O)c1ccc(C(=O)N2CCN(c3ccccc3F)CC2)cc1	0	-1
CNC(=O)C[C@@H]1C(=O)N(CCc2ccccc2)CC1(C)C	-1	-6
Cc1ccc(F)c(S(=O)(=O)NC(=O)C2(C)CCN2C(=O)CC2CCCCC2)c1 (configuration not stated)	-3	0
CC(C)c1ccc(CN2CCC2(C)C(=O)Nc2ccc3c(c2)OCO3)cc1 (configuration not stated)	4	-4
C[C@H](CO)N1C[C@H](C)[C@H](CN(C)C(=O)Nc2ccc(F)cc2)OCc2ccccc2-c2c(n(C)c3ccccc23)C1=O	-1	41*
C[C@H](CO)NC(=O)c1nc[nH]c1C(=O)N[C@H](C)c1ccccc1	-10	-4
CCc1nc2c(OCc3cccc(Cl)c3)cccn2c1N(C)C(=O)Nc1ccccc1OC	14	22

Single records, from the list above:
`CCN(c1ccccc1)S(=O)(=O)c1ccc(C(=O)N2CCN(c3ccccc3F)CC2)cc1` across the screens: EBI2 block = 0; CXCR6 block = -1
`CCc1nc2c(OC)cccn2c1N(C)C(=O)c1ccccc1F` across the screens: EBI2 block = -1; CXCR6 block = -5

The list goes on:
SMILES	EBI2 block	CXCR6 block
CCc1ccc(/C=C2\SC(=S)N(CCCC(=O)N3CCN(C)CC3)C2=O)cc1	2	-3
C[C@@H]1CN([C@H](C)CO)C(=O)CCCn2nncc2CO[C@H]1CN(C)C(=O)Cc1ccccc1	1	0
CC1(Cc2cc(Cl)ccc2C(F)(F)F)C(=O)Nc2ccc(S(=O)(=O)NC3CCCCC3)cc21 (configuration not stated)	8	-5
COC(=O)[C@H](Cc1ccccc1)NC(=O)/C=C/[C@H]1O[C@@H](n2ccc(=O)[nH]c2=O)[C@H](O)[C@@H]1O	-11	-5
CCCC(=O)Nc1c(-c2ccccc2)[nH][nH]c1=O	2	-6
C[C@@H]1CCCCO[C@H](CN(C)C(=O)Cc2ccccc2)[C@@H](C)CN([C@H](C)CO)C(=O)c2cc(NC(=O)Nc3ccccc3)ccc2O1	-2	6
C#CC(C)OCC1CNC(=S)O1 (configuration not stated)	-3	-3
CC(=O)Nc1cccc(-c2csc(C(O)c3ccccc3)n2)c1 (configuration not stated)	-5	0
CC(=O)c1ccc(N2CCN(C(=O)COc3ccc4ccccc4c3)CC2)cc1	8	5
OC(Cc1ccccc1)c1ncc(-c2ccc3ccccc3c2)[nH]1 (configuration not stated)	-4	-22
CCCNC(=O)C1(C)CCCN(C(=O)Cc2ccc(OC)cc2)C1 (configuration not stated)	-5	0
C[C@@H]1CN([C@H](C)CO)C(=O)c2c(c3ccccc3n2C)-c2ccccc2CO[C@H]1CN(C)Cc1cccc(C(=O)O)c1	1	5
CCNC(=O)C1(C)CCCN(CC(=O)c2ccccc2OC)C1 (configuration not stated)	6	-6
CC(=O)c1ccc(OCC(=O)OCC(=O)c2ccc(S(=O)(=O)N3CCCCC3)cc2)cc1	14	40*
O=C(Nc1ccc(Cl)cc1)c1csc([C@H]2C[C@H](O)[C@@H](CO)O2)n1	1	8
C[C@@H]1CN([C@@H](C)CO)C(=O)CCCn2nncc2CO[C@H]1CN(C)C(=O)Nc1ccccc1C(F)(F)F	-5	-1
CCN(CC(=O)Nc1c(F)cccc1F)C(=O)c1ccc(OC)c(S(=O)(=O)NC2CCCC2)c1	-10	0
CCOC(=O)C1(C)CCN1C(=O)c1cccnc1Oc1ccccc1 (configuration not stated)	0	0
CCN(CC)C(=O)C1=C(C)N(CCCN2CCCC2=O)C(=O)C(CC(=O)NCCN2CCOCC2)C1 (configuration not stated)	-2	0
Cc1cc(Br)cn2c(Cc3ccccc3)c(-c3ccc(Cl)cc3)nc12	19	29
NC(COCc1ccccc1)c1csc(Nc2ccc(C(=O)NCCO)cc2)n1 (configuration not stated)	-14	0
CC1(Cc2ccccc2C#N)C(=O)Nc2ccc(-c3ccc4[nH]ccc4c3)cc21 (configuration not stated)	47*	1
O=C(CC(CC(=O)c1ccccc1)c1ccco1)c1ccccc1	-10	0
C[C@@H](c1ccccc1)N1C[C@@H](COCc2ccccc2)Oc2cc(N3CCC[C@@H]3CO)ccc2S1(=O)=O	9	8
Cc1cc2nc(C(C)(C)C)c(Cc3ccccc3)n2c(C)c1Br	-7	0

More results.
SMILES	EBI2 block	CXCR6 block
Cc1ccc(-c2nc(SC(C)C(=O)NC3CC3)n[nH]2)cc1 (configuration not stated)	-5	-3
CC(C)C[C@H]1CN(CCCC[C@H]2CNC(=O)C(=O)N2CCc2ccc(O)cc2)C(=O)C(=O)N1CCc1ccccc1	-6	-3
NC(COCc1ccccc1)c1csc(Nc2ccc(C(F)(F)F)cn2)n1 (configuration not stated)	-10	-4
C#CC1(NC(=S)Nc2cccc(OC)c2)CCCCC1	1	6
COc1ccc(NC(=O)N(C)C[C@H]2OCc3cnnn3CCCC(=O)N([C@@H](C)CO)C[C@H]2C)cc1	-2	-2
Clc1ccc(-c2nc3c4ccccc4ccn3c2Cc2ccsc2)cc1	20	12
CN(Cc1ccco1)C(=O)c1cccc(S(=O)(=O)N2CCN(Cc3ccccc3)CC2)c1	2	-6
Cc1ccsc1C(=O)N1CCC1(C)C(=O)NCCC#N (configuration not stated)	-9	-1
COc1ccc(-n2c(=O)c(CCC(=O)N3CCN(c4cccc(OC)c4)CC3)nc3ccccc32)cc1	9	5
CC(=O)NCCNc1nc2cc(-c3ccccc3C)sc2c(=O)n1C	-3	4
O=C(OCC(=O)N1CCCCCC1)c1cc(S(=O)(=O)N2CCOCC2)ccc1F	-7	-4
N#Cc1cnc(=S)n(-c2cc(C(F)(F)F)cc(C(F)(F)F)c2)c1N	-2	7
COc1cccc(C2=Cc3ccc(F)cc3C(CC(C)=O)N2c2ccc(-c3cc(OC)c(OC)c(OC)c3)cc2)c1 (configuration not stated)	-1	-4
COc1ccc(C(C)(NC(C)=O)c2nc(-c3cccc(F)c3)cs2)cc1 (configuration not stated)	1	10
Cc1c(C(=O)NCc2ccccn2)sc(=O)n1Cc1ccc(-c2ccccc2)cc1	3	2
CCCc1nc2c(C)cc(Br)cn2c1Cc1ccccc1C(F)(F)F	10	10
Cc1ccc(CN2C(=O)C(F)(F)Oc3ccc(C)cc32)cc1	9	3
C[C@@H](c1ccccc1)N1C[C@H](COCc2ccccc2)Oc2cc(N3CC[C@H](N(C)C)C3)ccc2S1(=O)=O	-2	9
CCCCCCn1cc(CN2CC(N3CCN(Cc4ccccc4F)CC3)CS2(=O)=O)nn1 (configuration not stated)	-3	1
OCCc1ccc(NCCc2cccs2)cc1	4	-2
O=c1c2ccccc2sn1-c1ccccc1F	17	3
CN(C)C(=O)c1cccc(-c2cnc3cccnn23)c1	-2	5
CC(C)(C)S(=O)N1Cc2cc(C(=O)N[C@@H]3CCN(Cc4ccccc4)C3)nc(-c3cccc(-c4cc5ccccc5o4)c3)c2[C@@H]1CCO (some centres not stated)	34	-1
O=C(c1[nH]c(C(F)(F)F)nc1-c1ccccc1)N1CCCCC1	-4	3
CC(C)c1ccc(CC(=O)N2CCC2(C)C(=O)NS(=O)(=O)c2ccc(C(C)(C)C)cc2)cc1 (configuration not stated)	-3	-3

Two of these compounds, set out differently:
structure | EBI2 block | CXCR6 block
O=C(c1[nH]c(C(F)(F)F)nc1-c1ccccc1)N1CCCCC1 | -4 | 3
Cc1ccsc1C(=O)N1CCC1(C)C(=O)NCCC#N (configuration not stated) | -9 | -1

Additional structures
SMILES	EBI2 block	CXCR6 block
Cc1cccc(C)c1Cn1c(C)c(C(=O)NCCC#N)sc1=O	-1	2
CC(=O)NC(c1ccc(F)c(F)c1)c1nc(-c2cnn(C)c2)cs1 (configuration not stated)	-6	-6
Cc1ccc(C(=O)NCC(=O)N2CCN(c3ccccc3O)CC2)s1	-6	-1
O=[N+]([O-])c1ccc(C=NN2CCOCC2)s1	-20	-1
Cc1cnc(C)c(Nc2nc(C(N)c3ccccc3)cs2)n1 (configuration not stated)	4	5
Cc1ccccc1NC(=O)COC(=O)COc1ccc2ccc(=O)oc2c1	-2	7
FC(F)(F)c1cc(Cl)c2nc(-c3ccccc3)c(Cc3ccccc3)n2c1	-13	3

Of the compounds above, 5 have a furan ring, fused or not.
SMILES	EBI2 block	CXCR6 block
COc1ccccc1-c1cc2nc(-c3ccccc3)cc(N3CCN(C(=O)c4ccoc4)CC3)n2n1	12	-3
CC(=O)OC[C@@H]1CN(Cc2cccc(C(F)(F)F)c2)C[C@H](n2cnc3c(NCc4ccco4)ncnc32)O1	10	12
O=C(CC(CC(=O)c1ccccc1)c1ccco1)c1ccccc1	-10	0
CN(Cc1ccco1)C(=O)c1cccc(S(=O)(=O)N2CCN(Cc3ccccc3)CC2)c1	2	-6
CC(C)(C)S(=O)N1Cc2cc(C(=O)N[C@@H]3CCN(Cc4ccccc4)C3)nc(-c3cccc(-c4cc5ccccc5o4)c3)c2[C@@H]1CCO (some centres not stated)	34	-1

These rows are one share of the data (hit frequency here may not be typical).
